Bioassay records: PubChem BioAssay, National Center for Advancing Translational Sciences (NCATS)
TRb-SRC2 inh = disrupts binding of human TR beta to SRC2; P10828; Potency, µM (series often up to 106 µM), without a hit: at the top dose activity change, negative = inhibition, actives largely listed as inhibitors; TRbeta-SRC2 peptide binding, fluorescence polarization; receptor liganded with 1 µM T3; hit rate 0.065% among 280,000; AID 1469;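 also: plate controls were bound peptide for no effect and peptide without receptor for full effect; nearly all actives have a fitted effect of over 50% in size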
Target sequence (P10828 whole entry, looked up): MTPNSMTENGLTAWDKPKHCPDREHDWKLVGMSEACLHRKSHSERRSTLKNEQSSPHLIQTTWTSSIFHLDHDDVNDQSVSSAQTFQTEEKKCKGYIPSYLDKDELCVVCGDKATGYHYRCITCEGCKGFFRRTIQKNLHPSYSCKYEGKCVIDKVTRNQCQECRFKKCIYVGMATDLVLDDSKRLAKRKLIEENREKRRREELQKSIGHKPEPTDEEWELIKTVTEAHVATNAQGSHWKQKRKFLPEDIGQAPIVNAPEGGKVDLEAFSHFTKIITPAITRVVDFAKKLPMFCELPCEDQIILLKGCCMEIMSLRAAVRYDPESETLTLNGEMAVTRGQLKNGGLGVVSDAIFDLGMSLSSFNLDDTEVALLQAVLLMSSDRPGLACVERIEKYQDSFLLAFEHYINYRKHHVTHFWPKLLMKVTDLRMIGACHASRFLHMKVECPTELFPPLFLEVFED
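Decrease in fluorescence polarization of 20 nM Texas Red SRC2 coactivator peptide flagged inhibition of its binding to 0.6 uM TRb LBD; 1 uM T3 included, incubation 5 hr, ex 555/em 632 nm.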
TexasRed fluor = counter-screen for TRb-SRC2 inhibitors: fluorescence interference | TRb/SRC2 Texas Red total fluorescence interference | Potency, µM (top dose mostly 106 µM), for the others: at the top dose fluorescence change, negative = quenching | hit rate 0.29% among 280,000 | AID 1479; active = well fitted curve in either direction with a large enough effect; inconclusive = small, poorly fitted or top-dose-only effect
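Human TRb ligand-binding domain at 0.6 uM with 20 nM Texas Red SRC2 peptide in Tris buffer containing 1 uM T3 and 5% DMSO, incubated with compound 5 h at ambient temperature. Total fluorescence (555/632 nm) calculated as parallel + 2 × perpendicular.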
L3MBTL1 block = L3MBTL1 (human) inhibition | AlphaScreen L3MBTL1–H3K9me1 peptide binding | Potency, µM (titrated, usually from 57.1 µM), for the others: at the top dose activity, negative = inhibition, most hits filed as inhibitors | hit rate 0.66% among 230,000; also: nearly all actives have a fitted effect of over 60% in size
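Read-out is AlphaScreen signal from streptavidin donor and nickel chelate acceptor beads (10 ug/mL final each) bridging L3MBTL1 (50 nM) and biotinylated K9-monomethylated H3(1-15) peptide (75 nM), after 30 min compound exposure at room temperature.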
Tau fibril FP = inhibitors of human tau fibril formation. P10636. K18 P301L tau heparin fibrillization, Alexa594 FP, 6 h. Potency, µM (top dose mostly 57.7 µM), inactives show at the top dose activity, negative = inhibition, hits mostly inhibitors. hit rate 0.39% among 280,000; also: nearly all actives have a fitted effect of over 55% in size
Target sequence (P10636 561-689 P618L limits assumed): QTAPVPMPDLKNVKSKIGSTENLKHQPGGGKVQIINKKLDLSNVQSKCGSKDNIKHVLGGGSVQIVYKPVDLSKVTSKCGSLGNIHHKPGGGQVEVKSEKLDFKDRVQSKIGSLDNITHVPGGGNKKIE
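Human K18 P301L fragment (15 uM unlabeled plus 0.24 uM Alexa 594-labeled) in 100 mM sodium acetate pH 7 with compound, aggregation induced by 20 uM heparin for 6 hr at 37 C. ThT (30 uM) added for 1 hr, then Alexa 594 FP read.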
KDM4E inh = inhibitors of human JMJD2E histone demethylase; hit rate 1.6% among 230,000; JMJD2E catalytic domain, FDH-coupled NADH fluorescence (FDH is formaldehyde dehydrogenase); AID 2147; B2RXH2; Potency, µM (top dose mostly 57.1 µM), for the others: top-dose activity change, negative = inhibition, hits mostly inhibitors; active = well fitted inhibition curve with a large enough effect, not every such curve was filed as active; inconclusive = small, poorly fitted or top-dose-only effect, or another doubt; inactive = no such curve, though single readings can be large or run the other way;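 also: 0% = wells with enzyme and -100% = buffer wells without enzyme; nearly all actives have a fitted effect of over 50% in size; many of its hits are not listed in these tables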
Tau fibril ThT = blocks human tau fibril formation measured by thioflavin T | recombinant tau K18 P301L (four-repeat tau fragment), heparin-induced fibrillization, ThT fluorescence | Potency, µM (doses to about 57.4 µM), for inactives: top-dose activity, negative = inhibition, usual class: inhibitors | hit rate 2.1% among 270,000 | AID 1460; also: nearly all actives have a fitted effect of over 55% in size
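K18 P301L tau (15 uM + 0.24 uM Alexa 594-tagged), heparin 20 uM, NaOAc pH 7, 6 h 37 C; ThT 30 uM, 1 h RT, ex 450/em 510 nm.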
RGS12 GoLoco inh = RGS12 GoLoco-Gai1 interaction inhibition; P63096; hit rate 0.44% among 230,000; Potency, µM (highest dose often 61.6 µM), for inactives: top-dose activity, negative = inhibition, actives largely listed as inhibitors; Gai1:RGS12 GoLoco peptide FP, rhodamine, 10 min; active = well fitted inhibition curve with a large enough effect, not every such curve was filed as active; inactive = no such curve, though single readings can be large or run the other way; also: nearly all actives have a fitted effect of over 30% in size; many of its hits are not listed in these tables
Target sequence (P63096 whole entry, looked up): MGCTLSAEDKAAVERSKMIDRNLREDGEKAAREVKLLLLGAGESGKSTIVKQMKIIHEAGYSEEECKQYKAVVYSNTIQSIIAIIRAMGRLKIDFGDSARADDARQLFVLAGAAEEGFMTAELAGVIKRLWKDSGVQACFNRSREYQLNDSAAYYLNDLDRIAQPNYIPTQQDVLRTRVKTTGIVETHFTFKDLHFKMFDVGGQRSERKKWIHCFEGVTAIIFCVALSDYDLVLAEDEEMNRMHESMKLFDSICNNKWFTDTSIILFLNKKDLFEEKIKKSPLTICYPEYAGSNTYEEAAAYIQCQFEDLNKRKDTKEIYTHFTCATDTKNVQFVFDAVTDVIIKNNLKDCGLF
RECQ1 inh = RECQ1 (human) helicase inhibition; P46063; AID 2549; Potency, µM (top dose mostly 57.3 µM), without a hit: top-dose activity, negative = inhibition, hits mostly inhibitors; RECQ1 DNA unwinding, red fluorescence kinetic read; hit rate 0.54% among 240,000;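 also: plate controls were vehicle for no effect and no enzyme for full effect; nearly all actives have a fitted effect of over 30% in size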
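RECQ1T1 50 nM; forked duplex (20 bp + 30-nt ss tails) 200 nM, ATP 2 mM final; pH 8.0, 2 mM MgCl2, 2.5 ug/ml poly(dI-dC); 15 min compound preincubation; discontinuous kinetic read over 2 h at RT.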
An asterisk follows results filed as active; i = inactive; u = inconclusive; x = no result given; [ ] = another dose, or the depositor's remark. Unless noted, calls follow the shape of the dose curve; as a rule, active = well fitted curve in the direction sought with a large enough effect; inconclusive = small, poorly fitted or top-dose-only effect, or another doubt; inactive = no such curve, though single readings can be large; an effect the other way counts as inactive or inconclusive. Unless noted, % is scaled to controls: 0 for no effect and ±100 for the full control effect; potency is read from the fitted curve at half-maximal effect. Only part of the results is shown; the hit share may differ from the screen's.

Values run as follows: TRb-SRC2 inh | TexasRed fluor | L3MBTL1 block | Tau fibril FP | KDM4E inh | Tau fibril ThT | RGS12 GoLoco inh | RECQ1 inh
Cc1cc(C)c2sc(N3CCN(C(=O)c4ccc(N(C)C)cc4)CC3)nc2c1
 : 4% | 0% | x | -4% | x | u | x | x
O=C(CNC(=S)NC(=O)c1cccc([N+](=O)[O-])c1)c1ccccc1
 : 0% | -1% | -3% | -6% | -3% | -6% | 10% | -1%
CC(C)(C)c1ccc(C(=O)N2CCC(C(=O)NCC3CCCO3)CC2)cc1 (centres undefined)
 : 0% | 0% | 4% | -4% | 3% | -11% | 0% | 1%
CCSc1nc(O)c(C2OC(=O)c3c2ccc(OC)c3OC)c(=O)n1-c1ccccc1 (centres undefined)
 : 5% | 1% | x | 2% | 11% | -15% | 6% | -3%
O=C(O)C1(O)CC(O)C(O)C(O)C1 (centres undefined)
 : 1% | -2% | x | -5% | -10% | -1% | 7% | -5%
O=C(CSc1ccc(-c2ccncc2)nn1)N1CCCCC1
 : 1% | -2% | x | 8% | 1% | -7% | -2% | i
Cn1c(=O)c(C(=O)CCl)c(N)n(CC2CC2)c1=O
 : 3% | 2% | -1% | 1% | 3% | 2% | 5% | -2%
Cc1ccc(C2=NN(CC(=O)NCCc3ccc(Cl)cc3)C(=O)CC2)cc1
 : -3% | 1% | x | 5% | x | -3% | x | x
CC(C)(C)NC(=O)Cn1cc(S(=O)(=O)Cc2ccc(F)cc2)c2ccccc21
 : -1% | 3% | x | 3% | x | -1% | x | x
COc1ccc(OC)c(CNC(=O)CN(c2ccc(C)cc2)S(=O)(=O)N(C)C)c1
 : -5% | -1% | x | -1% | x | -7% | x | x
CCOc1ccccc1NC(=O)CSc1nc2ccccc2nc1N1CCOCC1
 : 1% | 2% | 20% | -4% | x | -18% | x | x
CC1=NN(C(N)=S)C(=O)C1N=Nc1cccc(C)c1 (centres undefined)
 : -1% | -6% | x | 0% | 7% | u | 18% | 9%
Cc1ccc2c(C)nc(NC3=NCN(Cc4ccccc4)CN3)nc2c1
 : -4% | 0% | x | 4% | 7% | -5% | 6% | 20%
Cn1nnnc1SCC(=O)N(C1CCCCC1)C1CCCCC1
 : -2% | 1% | 5% | -1% | 7% | -9% | 6% | -4%
O=C(COC(=O)c1n[nH]c(=O)c2ccccc12)c1ccc(Cl)cc1
 : 2% | 0% | 3% | -8% | 11% | -3% | 1% | -3%
O=C(COC(=O)c1cn(-c2ccccc2)nc1-c1ccccc1)c1cccc([N+](=O)[O-])c1
 : -1% | -2% | 1% | 1% | -9% | -3% | 13% | i
O=C(COC(=O)c1ccc2c(c1)OCO2)Nc1ccccc1
 : -1% | -1% | 1% | 5% | u | -3% | 1% | -7%
Cc1ccc(NC(=S)N(CCCN2CCC(C)CC2)Cc2ccco2)cc1C
 : -1% | -5% | 1% | 7% | -2% | -6% | 6% | 0%
COc1ccc2c(=O)c(N3C(=O)c4ccccc4C3=O)c(C)oc2c1
 : -9% | 0% | -7% | 5% | 4% | -17% | 2% | i
CSc1nnc2c(n1)OC(C1CC=C(C)CC1)Nc1ccccc1-2 (centres undefined)
 : -3% | 2% | 0% | -5% | 11% | -12% | 12% | -21%
Cc1ccc(C)c(CSC2=NN3CCCC(=O)N=C3S2)c1
 : 0% | -1% | x | 8% | -1% | x | 2% | -8%
COc1ccc(NC(=O)c2nc(-n3nc(C)cc3C)ccc2Cl)cc1Cl
 : 2% | 0% | 8% | 3% | -7% | 7% | 11% | 3%
CCOc1ccc2c(c1)/C(=N/N1C(=O)c3ccccc3C1=O)C(=O)N2
 : -3% | -2% | x | -5% | -1% | u | 10% | 2%
Cn1cc(Cl)c(C(=O)Nc2nc3ccc(Cl)cc3s2)n1
 : -2% | -4% | 2% | -6% | u | -7% | -3% | -2%
Cc1nn(CC(=O)Nc2ccc3c(c2)nc(CCN2CCCCC2)n3C)c(=O)c2ccccc12
 : 4% | -3% | x | 6% | -23% | -12% | 7% | -6%
CC(CCc1ccccc1)NCc1ccncc1 (centres undefined)
 : 6% | -1% | x | 8% | -3% | -10% | 6% | i
CCOC(=O)C1CCN(C(=O)c2ccc(CNS(=O)(=O)c3ccc(C)cc3)cc2)CC1
 : 2% | 6% | x | 2% | 10% | 1% | 7% | -8%
Cc1ccc(N(CC(=O)NC2CCCC2)C(=O)c2c(C)noc2C)cc1C
 : -3% | 0% | -1% | 1% | 7% | 2% | 3% | 6%
COc1c(N2CCN(C(=S)NC3CC4CCC3C4)C(C)C2)c(F)cc2c(=O)c(C(=O)O)cn(C3CC3)c12 (centres undefined)
 : 2% | 1% | 6% | 5% | u | -15% | 10% | 0%
Cc1cc(N2CCN(C)CC2)nc2ccc(NC(=S)NCCN3CCc4ccccc4C3)cc12
 : -9% | -1% | x | 15% | u | u | 4% | 0%
Cn1c(SCC(=O)NC(C)(C)C)nnc1-c1cnccn1
 : -3% | 2% | 9% | 1% | 1% | -14% | -4% | -17%
Cc1ccc2nc(NCCc3ccccc3)c3nncn3c2c1
 : 0% | -1% | x | -8% | x | -2% | x | x
Cc1ccc(-n2ncc(C(=O)NCc3cccs3)c2C2CCN(C(=O)OC(C)(C)C)CC2)c(C)c1
 : 5% | -30% | x | -4% | x | -17% | x | x
Cc1cccc(N2CCN(Cc3nnc(-c4ccccc4C)o3)CC2C)c1 (centres undefined)
 : -8% | -1% | x | 2% | x | u | x | x
CNC(=S)N(CCc1c(C)[nH]c2ccc(OC)cc12)Cc1cccnc1
 : 8% | -4% | x | -2% | u | -2% | 5% | 0%
C=CCOc1ccc(C2N3CC4(CC)CN2CC(CC)(C3)C4=O)cc1 (centres undefined)
 : -8% | -1% | -4% | -5% | 4% | -1% | x | -7%
COc1ccc(CCN(C)c2ccc(S(=O)(=O)N3CCCC3)cn2)cc1OC
 : 0% | -6% | -12% | -2% | u | -3% | 4% | 0%
O=C(OCC(=O)c1c[nH]c2ccccc12)c1cccc(O)c1
 : -1% | -2% | -3% | 0% | 13% | -11% | -17% | -7%
COCc1c(C#N)c(NCCc2ccccc2)nc(C)c1[N+](=O)[O-]
 : -7% | 4% | -9% | 3% | 3% | 6% | -5% | 0%
Oc1ccccc1C=Nc1ccccc1-c1nc2ccccc2[nH]1
 : 0% | 4% | 5% | 9% | u | u | 2% | -1%

Four entries out of the list, arranged by length of the SMILES, falling.
Values run as follows: TRb-SRC2 inh | TexasRed fluor | L3MBTL1 block | Tau fibril FP | KDM4E inh | Tau fibril ThT | RGS12 GoLoco inh | RECQ1 inh
Cc1ccc(-n2ncc(C(=O)NCc3cccs3)c2C2CCN(C(=O)OC(C)(C)C)CC2)c(C)c1
 : 5% | -30% | x | -4% | x | -17% | x | x
CCSc1nc(O)c(C2OC(=O)c3c2ccc(OC)c3OC)c(=O)n1-c1ccccc1 (centres undefined)
 : 5% | 1% | x | 2% | 11% | -15% | 6% | -3%
COc1ccc(CCN(C)c2ccc(S(=O)(=O)N3CCCC3)cn2)cc1OC
 : 0% | -6% | -12% | -2% | u | -3% | 4% | 0%
O=C(COC(=O)c1ccc2c(c1)OCO2)Nc1ccccc1
 : -1% | -1% | 1% | 5% | u | -3% | 1% | -7%

Following part.
Values run as follows: TRb-SRC2 inh | TexasRed fluor | L3MBTL1 block | Tau fibril FP | KDM4E inh | Tau fibril ThT | RGS12 GoLoco inh | RECQ1 inh
CCCN(CCC)Cc1c(C(=O)OCC)nnn1-c1nonc1N
 : -3% | 0% | 4% | 0% | 0% | -7% | 6% | 3%
O=C(NCCc1ccc2c(c1)OCO2)C1CCN(S(=O)(=O)c2ccc(Cl)cc2)CC1
 : 2% | -4% | 1% | -9% | -2% | -5% | -6% | i
COc1ccccc1NC(=O)CCCc1nnc2n(C)c(=O)c3sccc3n12
 : -2% | 1% | x | -6% | x | -7% | x | x
CCOC(=O)c1c2n(c3ccc(OC(C)=O)cc13)CCC2
 : 0% | -2% | x | 3% | -4% | -9% | -5% | -13%
Cc1nn(CC2CC2)c(=O)n1-c1ccc(C(C)C)cc1
 : -6% | 0% | -7%[11.4 µM] | u | -2% | 2% | 22% | i
Cc1ccc(-c2csc(NC(=O)CSc3nnc4c(n3)[nH]c3ccccc34)n2)cc1
 : -2% | -1% | 0% | u | 3% | u | 7% | -6%
CCOc1ccc(-c2cn(CCC#N)cn2)cc1
 : 7% | 2% | -4% | 2% | 4% | -7% | 35%[activator] | -2%
O=C(CCCCCn1c(=S)[nH]c2ccccc2c1=O)N1CCOCC1
 : 9% | 0% | -4% | -3% | 2% | -8% | -3% | 0%
C[C@H](Cc1ccccc1)Nc1ncnc2c1ncn2[C@@H]1O[C@H](CO)[C@H](O)[C@H]1O
 : 12% | -2% | x | 1% | 9% | 10% | 13% | -5%
O=C(O)CSc1cc(C(=O)c2cc(F)ccc2O)cn2c(=O)c3c(-c4ccccc4)csc3nc12
 : 5% | -5% | u | -13% | 5% | 28µM* | 10% | -26%
COc1ccc2cc3cc(C(=O)NCCCN4CCOCC4)oc3nc2c1
 : -4% | -3% | 0% | -2% | u | 1% | 7% | 11%
CCOc1cc(N2CCOCC2)c(OCC)cc1NC(=O)C(C)(C)C
 : -1% | 1% | -9% | 2% | 0% | -5% | 1% | -9%
NC(=O)c1nc(N2CCOCC2)nc(N2CCOCC2)n1
 : -4% | -1% | x | 7% | u | 1% | 2% | 23%
O=C(Nc1ccc2ccccc2c1)c1cnccn1
 : 3% | 2% | x | 10% | 2% | u | 65%[activator] | i
COc1ccc(Cl)cc1NC(=O)COc1cccc2c(=O)n(C)ccc12
 : -7% | -2% | x | 5% | x | -7% | x | x
COC(=O)C(NC(=O)c1ccccc1)=C1C=C(C)OC(C)=C1
 : -9% | -1% | 1% | -7% | 4% | -6% | 13% | -5%

2 compounds from above with just TRb-SRC2 inh, RGS12 GoLoco inh and L3MBTL1 block:
smiles | TRb-SRC2 inh | RGS12 GoLoco inh | L3MBTL1 block
CCCN(CCC)Cc1c(C(=O)OCC)nnn1-c1nonc1N | -3% | 6% | 4%
COC(=O)C(NC(=O)c1ccccc1)=C1C=C(C)OC(C)=C1 | -9% | 13% | 1%
